PAD4 inhibitors – blockers of protein arginine deiminase 4 – biochemical, fluorescence polarization, primary screen (AID 463073); recombinant PAD4, RFA probe fluorescence polarization; hits give high values; inhibition, % at 5 µM; 2,000 compounds, 0.5% hits;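 active means inhibition above 30%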;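 further: 0% = PAD4 with DMSO and 100% = wells lacking PAD4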
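Material – recombinant PAD4 · Amount – PAD4 at 2 µM in dispensed buffer, before additions · Medium – Ca2+-containing HEPES pH 7.6, TCEP · Doses – one dose, 5 µM final · Schedule – 30 min 25 °C preincubation, 5 h 37 °C labeling · Measured by – FP, ex 525 nm, em 598 nm · Benchmarks – wells lacking PAD4 as full-inhibition control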
* marks the source's active call; other numbers are inactive results. The list is partial; count on the stated rates, not on these rows.

[1] CC1/C(=C\c2ccc(Cl)cc2)C(=O)C2CC1C2(C)C (stereo not drawn)
  PAD4 inhibitors = 2.9

[2] O=C(O)c1ccccc1C(=O)OCCCCOC(=O)c1ccccc1C(=O)O
  PAD4 inhibitors = 9.4

[3] CSc1cccc(NC(=O)/C=C/c2ccccc2)c1
  PAD4 inhibitors = 2.8

[4] O=C(O)C1CCN(C(=O)COc2ccc3c4c(c(=O)oc3c2)CCC4)CC1
  PAD4 inhibitors = 7.1

[5] O=C(N/N=C\c1cc([N+](=O)[O-])ccc1N1CCOCC1)c1ccccn1
  PAD4 inhibitors = 0.6

[6] COc1ccc(-c2cc(=O)oc3c(C)c(O)c(CN(C)C)cc23)cc1
  PAD4 inhibitors = 1.0

[7] CCc1cc2c(=O)c(-c3ccc(F)cc3)c(C)oc2cc1OCC(=O)O
  PAD4 inhibitors = -3.5

[8] O=C(O)C1Sc2[nH]c(=O)sc2C2c3ccc(O)cc3OC(=O)C12 (stereo not drawn)
  PAD4 inhibitors = 1.7

[9] COc1ccccc1C(=O)N=C1NC(=O)CC2C(=O)NCCN12 (stereo not drawn)
  PAD4 inhibitors = 1.2

[10] Nc1nc2c(nc(SCc3ccccc3Br)n2C2OC(CO)C(O)C2O)c(=O)[nH]1 (stereo not drawn)
  PAD4 inhibitors = 2.5

[11] CC1(C)CC(CNCCC(c2ccc(F)cc2)c2ccco2)CCO1 (stereo not drawn)
  PAD4 inhibitors = 3.8

[12] CCOC(=O)[C@H](CCc1ccccc1)N[C@@H](C)C(=O)N1CCC[C@H]1C(=O)O
  PAD4 inhibitors = 1.9

[13] CCN1CCN(C(=O)N[C@@H](C(=O)N[C@@H]2C(=O)N3[C@@H]2SC(C)(C)[C@@H]3C(=O)O)c2ccccc2)C(=O)C1=O
  PAD4 inhibitors = -2.4

[14] COc1cc(-c2cccs2)cc(=O)c2c(C)oc(C)c12
  PAD4 inhibitors = 4.3

[15] Nc1ccc(N=Nc2ccccc2)c(N)n1
  PAD4 inhibitors = 3.3

[16] c1cc(-c2ccncc2)ccn1
  PAD4 inhibitors = -5.0

[17] Cc1nc(C(=O)Nc2ccccc2Cl)cc2c1[nH]c1ccccc12
  PAD4 inhibitors = -5.3

[18] CC(CCc1ccccc1)NC(=O)/C=C/c1ccccc1 (stereo not drawn)
  PAD4 inhibitors = 3.8

[19] C=CC1=C(C(=O)O)N2C(=O)C(NC(=O)Cc3ccccc3)C2SC1 (stereo not drawn)
  PAD4 inhibitors = -2.3

[20] CCCC1O[C@@H]2C[C@H]3[C@@H]4CCC5=CC(=O)C=C[C@]5(C)[C@H]4[C@@H](O)C[C@]3(C)[C@]2(C(=O)CO)O1 (stereo partly drawn)
  PAD4 inhibitors = -0.3

[21] CC(=O)[C@@H]1[C@@H](C(=O)c2ccc(C)cc2)[C@]2(C(=O)Nc3ccccc32)[C@H]2C=Cc3cc(F)ccc3N12
  PAD4 inhibitors = 10.2

[22] CCN(CCCc1ccccc1)CCCc1ccccc1
  PAD4 inhibitors = 1.2

[23] Cc1ccc(C2CC(=O)C(C=NCCN3CCN(CC(=O)Nc4cc(C)cc(C)c4)CC3)=C(O)C2)cc1 (stereo not drawn)
  PAD4 inhibitors = 1.0

[24] C=CCN1C(=O)c2oc3ccccc3c(=O)c2C1c1ccc(O)c(OC)c1 (stereo not drawn)
  PAD4 inhibitors = -0.7

[25] COc1ccc(C2C(C#N)=C(N)Oc3cc(C)[nH]c(=O)c32)c(OC)c1OC (stereo not drawn)
  PAD4 inhibitors = 3.9

[26] Cc1cccc(N2CCN(C(=S)c3ccccc3)CC2)c1
  PAD4 inhibitors = -3.7

[27] COC(=O)c1[nH]c2ccc(C)cc2c1NC(=O)CN1CCc2cc(OC)c(OC)cc2C1
  PAD4 inhibitors = 0.8

[28] O=C(c1ccc(O)cc1)c1ccc(O)cc1O
  PAD4 inhibitors = 1.9

[29] O=C(CCc1ccccc1)Nc1ccccc1C(F)(F)F
  PAD4 inhibitors = -2.3

[30] Cc1ncoc1C(=O)N1CCCC(C(=O)c2ccc(-c3ccccc3)c(F)c2)C1 (stereo not drawn)
  PAD4 inhibitors = 4.7

[31] CN1CCN(C2=Nc3ccccc3Oc3ccc(Cl)cc32)CC1
  PAD4 inhibitors = 7.0

[32] CCOC(=O)c1c(C)oc2c1C(=O)c1ccccc1C2=O
  PAD4 inhibitors = 61.9*

[33] O=C(CNC(=O)OCc1ccccc1)Oc1cc2oc(=O)cc(-c3ccccc3)c2cc1Cl
  PAD4 inhibitors = 11.1

[34] O=c1[nH]c(=O)n([C@H]2C[C@H](O)[C@@H](CO)O2)cc1F
  PAD4 inhibitors = -2.7

[35] Cn1c2c(c(=O)[nH]c1=O)C(c1ccc(O)cc1)C1=C(N2)c2ccccc2C1=O (stereo not drawn)
  PAD4 inhibitors = 4.8

[36] COC(=O)c1cc(=O)c2ccc(OC)cc2o1
  PAD4 inhibitors = -5.3

[37] O=C(c1ccc(-c2ccccc2)c(F)c1)C1CCCN(C(=O)c2cncs2)C1 (stereo not drawn)
  PAD4 inhibitors = 3.1

[38] CSCC[C@H](NC(=O)NC1CCCC1)C(=O)O
  PAD4 inhibitors = 4.7

[39] CC1(C)Cc2ccccc2C(C(Cc2ccccc2)C(N)=O)=N1 (stereo not drawn)
  PAD4 inhibitors = 1.2

[40] CN1CCN(C2=Nc3cc(Cl)ccc3Nc3ccccc32)CC1
  PAD4 inhibitors = 1.8

[41] COc1ccc2[nH]cc(C(=O)CCl)c2c1
  PAD4 inhibitors = 2.9

[42] Cc1ccc(C(=O)COC(=O)c2cccc(N3C(=O)c4c(C)nc5ccccc5c4C3=O)c2)cc1C
  PAD4 inhibitors = 0.6

[43] COc1ccc(-c2c(C)c3ccc(OCC(C)=O)cc3oc2=O)cc1
  PAD4 inhibitors = 3.5

[44] CC[C@H]1OC(=O)[C@H](C)[C@@H](O[C@H]2C[C@@](C)(OC)[C@@H](O)[C@H](C)O2)[C@H](C)[C@@H](O[C@@H]2O[C@H](C)C[C@H](N(C)C)[C@H]2O)[C@](C)(O)C[C@@H](C)[C@@H]2N[C@@H](COCCOC)O[C@H]([C@H]2C)[C@]1(C)O
  PAD4 inhibitors = 1.9

[45] O=C(CN1C(=O)C2CCc3[nH]c4ccccc4c3C2C1=O)N1CCCC1 (stereo not drawn)
  PAD4 inhibitors = 2.7

Entries listed so far printed as active in PAD4 inhibitors.
[32] CCOC(=O)c1c(C)oc2c1C(=O)c1ccccc1C2=O
  PAD4 inhibitors = 61.9*

Continued:
[46] CCN(CC)CCCNC(=O)C1c2ccccc2Oc2ccccc21
  PAD4 inhibitors = -3.5

[47] COC(=O)c1ccc(OCCCCN2CC(C)OC(C)C2)cc1 (stereo not drawn)
  PAD4 inhibitors = 3.2

[48] COC(=O)c1cc(C(=O)NCCC(C)C)cc([N+](=O)[O-])c1
  PAD4 inhibitors = 3.3

[49] CC(C(=O)O)c1cccc(C(=O)c2ccccc2)c1 (stereo not drawn)
  PAD4 inhibitors = -1.8

[50] COc1ccc(CCNC(=O)c2c(O)c3c([nH]c2=O)CCCC3)cc1
  PAD4 inhibitors = 7.7

[51] CC(C)=CCC(C)(C)/C=N/NC(N)=O
  PAD4 inhibitors = 4.1

[52] CCc1cc(=O)oc2cc3occ(-c4ccc(OC)c(F)c4)c3cc12
  PAD4 inhibitors = -0.5

[53] Cc1nnc(SCC2=C(C(=O)O)N3C(=O)[C@@H](NC(=O)Cn4cnnn4)[C@H]3SC2)s1
  PAD4 inhibitors = 0.2

[54] CCCc1cc(=O)[nH]c(=S)[nH]1
  PAD4 inhibitors = 6.2

[55] CC(=O)Nc1nnc(S(N)(=O)=O)s1
  PAD4 inhibitors = 2.0

Filtered by structure: the entries above containing an aryl methoxy group.
[6] COc1ccc(-c2cc(=O)oc3c(C)c(O)c(CN(C)C)cc23)cc1
  PAD4 inhibitors = 1.0

[9] COc1ccccc1C(=O)N=C1NC(=O)CC2C(=O)NCCN12 (stereo not drawn)
  PAD4 inhibitors = 1.2

[14] COc1cc(-c2cccs2)cc(=O)c2c(C)oc(C)c12
  PAD4 inhibitors = 4.3

[24] C=CCN1C(=O)c2oc3ccccc3c(=O)c2C1c1ccc(O)c(OC)c1 (stereo not drawn)
  PAD4 inhibitors = -0.7

[25] COc1ccc(C2C(C#N)=C(N)Oc3cc(C)[nH]c(=O)c32)c(OC)c1OC (stereo not drawn)
  PAD4 inhibitors = 3.9

[27] COC(=O)c1[nH]c2ccc(C)cc2c1NC(=O)CN1CCc2cc(OC)c(OC)cc2C1
  PAD4 inhibitors = 0.8

[36] COC(=O)c1cc(=O)c2ccc(OC)cc2o1
  PAD4 inhibitors = -5.3

[41] COc1ccc2[nH]cc(C(=O)CCl)c2c1
  PAD4 inhibitors = 2.9

[43] COc1ccc(-c2c(C)c3ccc(OCC(C)=O)cc3oc2=O)cc1
  PAD4 inhibitors = 3.5

[50] COc1ccc(CCNC(=O)c2c(O)c3c([nH]c2=O)CCCC3)cc1
  PAD4 inhibitors = 7.7

[52] CCc1cc(=O)oc2cc3occ(-c4ccc(OC)c(F)c4)c3cc12
  PAD4 inhibitors = -0.5
